Source: PubChem
GASC1 inh: inhibitors of GASC-1 (KDM4C) histone demethylase, primary screen, biochemical, single concentration HTS; inhibition, % at 12.5 µM; hit rate 0.15% among 96,000; AID 720574, 2013; GST-KDM4C 2-372, H3K9me3 peptide, LANCE TR-FRET; Lysine-specific demethylase 4C (Homo sapiens), Q9H3R0;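 active = mean replicate inhibition above about 25%, with at least 55% of replicates also reaching it, limit read from the data, passing the limit was not always enough; inconclusive = only one of those two conditions met; inactive = neither condition met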
Target sequence (Q9H3R0 2-372 limits assumed): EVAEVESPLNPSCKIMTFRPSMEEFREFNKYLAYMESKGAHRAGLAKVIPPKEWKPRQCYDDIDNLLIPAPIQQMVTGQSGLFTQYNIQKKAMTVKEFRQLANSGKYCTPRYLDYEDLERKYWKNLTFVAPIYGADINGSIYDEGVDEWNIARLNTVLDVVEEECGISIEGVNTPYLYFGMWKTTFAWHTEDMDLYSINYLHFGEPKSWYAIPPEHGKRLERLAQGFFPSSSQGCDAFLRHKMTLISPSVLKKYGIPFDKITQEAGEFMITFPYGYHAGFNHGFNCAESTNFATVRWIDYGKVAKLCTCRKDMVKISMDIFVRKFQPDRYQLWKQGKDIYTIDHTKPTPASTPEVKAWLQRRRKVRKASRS
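material = GST-tagged GASC-1 (JMJD2C) catalytic fragment, aa 2-372 | amount = enzyme final amount 10 nM | medium = HEPES buffer, pH 7.5, plus ascorbate | also added = H3K9me3 peptide substrate, Fe(II), 2-oxoglutarate | dosing = single dose | times = 30 min demethylation and 1 h detection at room temperature | detection = LANCE TR-FRET | read-out basis = Fall in 671/618 emission ratio as inhibition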
Tcruzi prolif: T. cruzi intracellular proliferation inhibitors, primary screen, cell-based, beta-gal Tulahuen parasites, NIH3T3 host, luminescence | inhibition, % at 8.34 µM | T. cruzi beta-gal in NIH3T3, GalScreen luminescence, 90 h | hit rate 5.9% among 77,000;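 active = mean inhibition above about 93%, with at least 55% of replicates each passing it, limit read from the data, passing the limit was not always enough; inconclusive = only one of those two conditions holds; inactive = neither condition holds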
C diff HTS: C. difficile growth inhibitors, primary screen, HTS; AID 1259249, 2017; hit rate 0.25% among 86,000; growth activity, negative = inhibition, % at 16 µg/mL (by protocol); Clostridium difficile clinical isolate growth, OD600, 24 h; active compounds read low;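 active = mean growth activity at or below -80% and every replicate also at or below -80%; inconclusive = mean at or below -80% but some replicate above -80%; inactive = mean growth activity above -80%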;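 also: 0% = DMSO wells and -100% = levofloxacin 16 µg/mL wells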
Pf Dd2 growth: P. falciparum Dd2 growth inhibitors, primary screen, SYBR Green fluorescence, single dose replicates | 72 h; active compounds read low | activity change, % at 10 µM | hit rate 2.3% among 94,000 | AID 1159554, 2015; in the data active = activity change below about -80%; inconclusive = no clear call, values can overlap the other calls
* hit, by the source's call; u = inconclusive; x = no result given; & = joins results of further samples.

| # | Structure | Pf Dd2 growth | Tcruzi prolif | C diff HTS | GASC1 inh |
| --- | --- | --- | --- | --- | --- |
| 1 | O=C(Nc1ccccc1F)N1CC(=O)N2[C@H](CO)[C@@H](c3ccc(C#Cc4ccc(F)cc4)cc3)[C@H]2C1 | -23 | x | -2 | -0.3 |
| 2 | C[C@@H]1CN([C@@H](C)CO)S(=O)(=O)c2ccc(-c3cccc(C#N)c3)cc2O[C@H]1CN(C)Cc1cccc(F)c1 | -84* | 94 | 4 | x |
| 3 | C[C@@H]1CN([C@H](C)CO)C(=O)c2cc(NC(=O)Cc3cn(C)c4ccccc34)ccc2O[C@@H]1CN(C)S(=O)(=O)c1ccc(Cl)cc1 | -5 | 66 | 5 | 0.3 |
| 4 | C[C@H]1CN([C@@H](C)CO)C(=O)c2cc(NS(=O)(=O)c3ccc(Cl)cc3)ccc2O[C@H]1CN(C)C(=O)Nc1ccc2c(c1)OCO2 | 7 | -76 | 6 | -0.1 |
| 5 | C[C@H](CO)N1C[C@H](C)[C@H](CN(C)S(=O)(=O)c2ccc(Cl)cc2)Oc2ccc(NS(=O)(=O)c3ccc(F)cc3)cc2C1=O | -34 | u | -4 | -1.6 |
| 6 | C[C@H]1CN([C@@H](C)CO)C(=O)CCCn2cc(nn2)CO[C@@H]1CN(C)S(C)(=O)=O | 5&10 | -2&-95 | 0&-4 | 0.1 |
| 7 | C[C@H](CO)N1C[C@H](C)[C@H](CN(C)S(=O)(=O)c2cn(C)cn2)Oc2c(NC(=O)c3nc4ccccc4s3)cccc2C1=O | 2 | 100 | x | -0.4 |
| 8 | CC(=O)N(C)C[C@H]1Oc2cc(-c3ccccc3C)ccc2S(=O)(=O)N([C@H](C)CO)C[C@H]1C | 18 | 93 | 7 | 1.1 |
| 9 | CCCNC(=O)C[C@H]1CC[C@H]2[C@@H](COc3ccc(NS(=O)(=O)c4ccccc4C)cc3C(=O)N2C)O1 | 10 | 15 | 13 | -0.2 |
| 10 | COC(=O)C[C@@H]1CC[C@H]2[C@@H](COC[C@@H](O)CN2S(=O)(=O)c2ccccc2OC)O1 | x | 16 | 1&-8 | 0.0 |
| 11 | O=C(C[C@@H]1CC[C@@H]2[C@H](COC[C@H](O)CN2S(=O)(=O)c2cccc(Cl)c2)O1)Nc1ccccc1 | -15 | 71 | 2 | -0.7 |
| 12 | C[C@@H]1CN([C@H](C)CO)C(=O)Cc2cc(NC(=O)NC3CCCCC3)ccc2O[C@@H]1CN(C)C(=O)Nc1ccc2c(c1)OCO2 | -53 | 6 | -3 | -0.1 |
| 13 | CO[C@H]1CC[C@H]2CCOc3ccc(C#N)cc3C(=O)N(C)C[C@@H](c3ccccc3)CC(=O)N(C)C[C@H]1O2 | x | 17 | -2 | -5.4 |
| 14 | Cc1noc(C)c1NC(=O)Nc1ccc2c(c1)C(=O)N([C@H](C)CO)C[C@H](C)[C@@H](CN(C)Cc1ccccc1)OCCCC[C@@H](C)O2 | 26 | 42 | x | 0.7 |
| 15 | CN(C)CC#Cc1ccc([C@@H]2[C@H](CO)N3CCCCN(C(=O)CN(C)C)C[C@@H]23)cc1 | -33 | 46 | 11 | 4.9 |
| 16 | C[C@@H]1CN([C@H](C)CO)C(=O)c2cccc(NC(=O)c3ccc(-c4nccs4)cc3)c2O[C@H]1CN(C)CC1CCCCC1 | -68 | 73 | 1 | 4.5 |
| 17 | O=C(Nc1ccc(F)cc1)N1CCCCN2[C@H](CO)[C@@H](c3ccc(-c4cccc(F)c4)cc3)[C@@H]2C1 | -7 | 84 | 61 | -1.6 |
| 18 | COc1ccc(C(=O)Nc2ccc3c(c2)OC[C@H](C)N(C)C[C@@H](C)[C@@H](OC)CN(C)C3=O)cc1 | x | -42 | 3 | -0.1 |
| 19 | C[C@@H]1CN([C@@H](C)CO)S(=O)(=O)c2ccc(-c3cccc(F)c3)cc2O[C@H]1CN(C)CC1CC1 | -40 | 72 | -1 | -3.8 |
| 20 | Cc1ccc(S(=O)(=O)Nc2ccc3c(c2)CC(=O)N([C@@H](C)CO)C[C@@H](C)[C@H](CN(C)Cc2ccc(C(=O)O)cc2)O3)cc1 | 40 | x | -7 | 1.2 |
| 21 | CCC(=O)N1CCC2(CC1)CN(C(=O)Nc1ccccc1F)[C@@H](CO)c1[nH]c3cc(OC)ccc3c12 | -60 | x | -10 | -0.2 |
| 22 | Cc1noc(C)c1S(=O)(=O)N(C)C[C@H]1Oc2ccc(NC(=O)Nc3ccc4c(c3)OCO4)cc2CC(=O)N([C@@H](C)CO)C[C@@H]1C | -19 | 1 | -9 | 0.6 |
| 23 | O=C1CN(S(=O)(=O)Cc2ccccc2)C[C@@H]2[C@H](c3ccc(C#Cc4ccccc4)cc3)[C@@H](CO)N12 | -54 | x | 3 | -3.0 |
| 24 | CNC[C@@H]1OCCCC[C@@H](C)Oc2ccc(N(C)C)cc2C(=O)N([C@H](C)CO)C[C@H]1C | 21 | 83 | 0 | -1.1 |
| 25 | Cc1ccc(S(=O)(=O)N(C)C[C@@H]2Oc3cc(Br)ccc3S(=O)(=O)N([C@@H](C)CO)C[C@@H]2C)cc1 | -49 | x | 2 | 2.3 |
| 26 | C[C@H](CO)N1C[C@H](C)[C@@H](CN(C)S(=O)(=O)c2cn(C)cn2)Oc2cc(C#Cc3cccc(F)c3)ccc2S1(=O)=O | -67 | 47 | 0 | -1.4 |
| 27 | C[C@H](CO)N1C[C@H](C)[C@H](CN(C)Cc2ccccc2)Oc2ccc(NC(=O)Nc3ccc(F)cc3)cc2C1=O | 10 | 33 | 2 | -2.3 |
| 28 | CC(C)NC(=O)N(C)C[C@H]1OCc2cn(nn2)CCCC(=O)N([C@@H](C)CO)C[C@@H]1C | 14&-13 | -30&-44 | 2 | -0.2 |
| 29 | C[C@H](CO)N1C[C@H](C)[C@@H](CN(C)Cc2ccc(C(F)(F)F)cc2)OCCCC[C@H](C)Oc2ccc(NC(=O)CCCN(C)C)cc2C1=O | -77 | 2 | 6 | 2.4 |
| 30 | CC(C)NC(=O)N1C[C@H]2[C@@H](c3ccccc31)[C@H](CO)N2C(=O)c1ccc(F)cc1 | -1 | 44 | -1 | -0.2 |
| 31 | COc1ccc(NC(=O)N(C)C[C@H]2Oc3c(NS(=O)(=O)c4ccc(C)cc4)cccc3C(=O)N([C@@H](C)CO)C[C@@H]2C)cc1 | 18 | 6 | -1 | 8.5 |
| 32 | Cc1ccc(S(=O)(=O)N(C)C[C@H]2Oc3ccc(NC(=O)Nc4ccccc4)cc3CC(=O)N([C@@H](C)CO)C[C@@H]2C)cc1 | -46 | 30 | -4 | -1.6 |
| 33 | COc1ccccc1NC(=O)N[C@@H]1CC[C@H](CCn2cc(-c3ccccc3OC)nn2)O[C@@H]1CO | -36 | -19 | -5 | -1.4 |
| 34 | C[C@@H]1CN([C@@H](C)CO)C(=O)c2cccc(NC(=O)C3CC3)c2O[C@H]1CN(C)Cc1ccc(C(=O)O)cc1 | -37 | 4 | 2 | 3.7 |
| 35 | O=C(C[C@H]1CC[C@@H]2[C@H](COC[C@H](O)CN2Cc2ccc3c(c2)OCO3)O1)Nc1ccc(-c2ccccc2)cc1 | -14 | 112* | 81&4 | 0.6 |
| 36 | C/C=C/c1cnc2c(c1)C(=O)N([C@@H](C)CO)C[C@@H](C)[C@@H](CN(C)S(=O)(=O)c1ccccc1)O2 | -3 | 75 | 8 | 6.3 |
| 37 | Cc1noc(C)c1S(=O)(=O)Nc1ccc2c(c1)C(=O)N([C@@H](C)CO)C[C@@H](C)[C@@H](CN(C)C)OCCCC[C@@H](C)O2 | -36 | 2 | 0 | 1.2 |
| 38 | Cn1cnc(S(=O)(=O)N[C@H]2C=C[C@H](CC(=O)Nc3ccccc3)O[C@H]2CO)c1 | x | x | -1 | 0.7 |
| 39 | COc1ccccc1-c1ccc2c(c1)[C@@H]1[C@@H](CCN1S(=O)(=O)c1ccc(C)cc1)[C@H](CO)N2 | -40 | 34 | 8 | -0.7 |
| 40 | COCC#Cc1ccc([C@H]2[C@@H](CO)N3C(=O)CN(C(=O)C4CCC4)C[C@H]23)cc1 | -9 | x | -6 | -1.4 |
| 41 | CO[C@H]1CN(C)C(=O)c2cc(NC(=O)C3CCCC3)ccc2OC[C@@H](C)NC[C@H]1C | x | -63 | x | -1.7 |
| 42 | CN(C)CC(=O)N[C@@H]1CC[C@H](CC(=O)NCc2ccc(Cl)cc2)O[C@H]1CO | -7 | 16 | 4 | 1.2 |
| 43 | O=C(NCC1CCCCC1)[C@H]1[C@H](CO)[C@H]2Cn3c(ccc(-c4ccc(F)cc4)c3=O)[C@@H]1N2 | 3 | 6 | 3 | -1.6 |
| 44 | O=C(N[C@@H]1CC[C@@H](CC(=O)N2CCCCC2)O[C@@H]1CO)c1cccc(F)c1 | -6 | 12 | -3 | 0.3 |
| 45 | CC=Cc1ccc2n(c1=O)C[C@@H]1[C@@H](CO)[C@H](C(=O)N3CCN(C)CC3)N(Cc3ccccc3F)[C@H]21 (mixture of isomers) | -9 | -24 | -3 | -1.5 |
| 46 | O=C(C[C@H]1CC[C@@H](NC(=O)CN2CCOCC2)[C@@H](CO)O1)NC1CCC1 | 23 | x | -2 | 2.1 |
| 47 | C[C@H](CO)N1C[C@H](C)[C@@H](CN(C)CC2CC2)Oc2ccc(NS(=O)(=O)c3ccc(F)cc3)cc2CC1=O | -23 | x | 1 | -0.4 |
| 48 | O=C(Nc1ccccc1)[C@H]1[C@H](CO)[C@H]2Cn3c(ccc(C4=CCCCC4)c3=O)[C@H]2N1Cc1cocn1 | x | 3 | 15 | 3.2 |
| 49 | COc1ccc(S(=O)(=O)N(C)C[C@H]2OCCCC[C@H](C)Oc3ccc(NC(=O)Nc4ccc5c(c4)OCO5)cc3C(=O)N([C@H](C)CO)C[C@@H]2C)cc1 | -53 | 89 | 5 | 2.4 |
| 50 | CCC(=O)N1CC(=O)N2[C@H](CO)[C@@H](c3ccc(C#Cc4cccc(OC)c4)cc3)[C@H]2C1 | -3 | x | -11 | -1.2 |

Further compounds:
| # | Structure | Pf Dd2 growth | Tcruzi prolif | C diff HTS | GASC1 inh |
| --- | --- | --- | --- | --- | --- |
| 51 | C[C@H]1CN([C@@H](C)CO)S(=O)(=O)c2ccc(/C=C/c3ccccc3)cc2O[C@@H]1CN(C)C(=O)c1ccc2c(c1)OCO2 | -63 | 118* | 2 | -2.4 |
| 52 | COc1cccc(C(=O)N2C[C@@H]3[C@H](c4ccccc42)[C@@H](CO)N3Cc2ccccc2Cl)c1 | -19 | 23 | 22 | -1.8 |
| 53 | CN(C)CC#Cc1ccc([C@H]2[C@H]3CN(CC4CCOCC4)CCCCN3[C@H]2CO)cc1 | 3 | 68 | 0 | 4.6 |
| 54 | COc1ccccc1-c1cn(CC[C@H]2CC[C@H](NC(=O)c3ccccc3F)[C@@H](CO)O2)nn1 | -12 | x | 4 | 1.0 |
| 55 | COCC(=O)N1C[C@H]2[C@@H](c3ccccc31)[C@H](CO)N2C(=O)C1CCOCC1 | -1 | 20 | -2 | -3.3 |
| 56 | COc1ccc2c3c(n(C)c2c1)[C@@H](CO)N(CC1CC1)CC31CCN(C(=O)Nc2ccc(F)cc2F)CC1 | -47 | x | 37 | -1.1 |
| 57 | C[C@@H]1CN([C@@H](C)CO)C(=O)c2cccc(NS(=O)(=O)c3ccc(F)cc3)c2O[C@@H]1CN(C)Cc1ccc(-c2ccccc2)cc1 | -69 | 61 | 32 | -0.4 |
| 58 | CNC[C@@H]1OCCCC[C@@H](C)Oc2ccc(NC(=O)Nc3ccccc3)cc2C(=O)N([C@H](C)CO)C[C@@H]1C | -33 | 90 | x | 2.0 |
| 59 | O=C(C[C@H]1C=C[C@@H](NC(=O)CN2CCOCC2)[C@H](CO)O1)NCc1cccc(F)c1 | 25 | -7 | x | -0.6 |
| 60 | COC(=O)C[C@@H]1C[C@H]2c3cc(NS(=O)(=O)c4ccccc4)ccc3O[C@H]2[C@H](CO)O1 | 0 | 44 | 3 | -0.3 |
| 61 | C/C=C/c1ccc2c(c1)O[C@@H](CN(C)C(=O)Nc1ccccc1)[C@@H](C)CN([C@H](C)CO)S2(=O)=O | -16 | 22 | -6 | 0.7 |
| 62 | C[C@H](CO)N1C[C@H](C)[C@H](CN(C)C(=O)Nc2ccccc2C(F)(F)F)OCc2ccccc2-c2c(n(C)c3ccccc23)C1=O | -71 | x | 79 | -0.6 |
| 63 | COc1ccc(S(=O)(=O)N2CC[C@@H]3[C@@H](CO)Nc4ccc(C5=CCCCC5)cc4[C@@H]32)cc1 | -70 | x | -4 | -1.0 |

Random draw from the library; 6.7% or so of the library scored in one or more.
